Assay outcomes as filed in PubChem BioAssay.
PAX8 inh HTS = lowers PAX8-driven luciferase in RMG-I cells | RMG-I TPO-luciferase reporter, SteadyGlo, 24 h | 360,000 tested, 1.2% active | inhibition, % at 12.6 µM | AID 652154;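 active = mean replicate inhibition at least 60% with every replicate also reaching 60%; inconclusive = only one of the two criteria is met; inactive = mean below 60% and not all replicates reaching 60%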;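 also: luciferase light reporting Pax8 driven TPO promoter activity; plate controls were median of neutral control wells for no effect and mitoxantrone controls for full effect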
LGR2 antag = Drosophila LGR2 receptor signaling inhibition. inhibition, % at 9.99 µM. 380,000 tested, 0.35% active. HEK293 LGR2, CRE-luciferase, bursicon-stimulated, 4 h. AID 720647;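 active = drop in luminescence signal, shown as inhibition above about 50% in the replicate tests, limit read from the data, passing the limit was not always enough; inconclusive = probably only some replicates passing the limit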;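 also: agonist challenge used bursicon conditioned medium at about half maximal strength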
CASP6 VEID inh = blocks human caspase-6 cleavage activity; inhibition, % at 12.5 µM; 350,000 tested, 0.53% active; purified caspase-6, Z-VEID-R110 cleavage fluorescence; AID 686996;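 active = mean inhibition across replicates at least about 35%, with every replicate also reaching that limit, limit read from the data; inconclusive = only one of the two criteria met; inactive = neither criterion met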;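 also: 0% = median of neutral control wells and 100% = no fluorescence left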
Target sequence (P55212 24-179 limits assumed): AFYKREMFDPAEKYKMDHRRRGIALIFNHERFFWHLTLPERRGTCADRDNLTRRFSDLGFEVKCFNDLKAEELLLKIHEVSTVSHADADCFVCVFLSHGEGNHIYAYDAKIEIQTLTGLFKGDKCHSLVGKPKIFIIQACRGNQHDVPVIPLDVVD
Target sequence (P55212 194-293 limits assumed): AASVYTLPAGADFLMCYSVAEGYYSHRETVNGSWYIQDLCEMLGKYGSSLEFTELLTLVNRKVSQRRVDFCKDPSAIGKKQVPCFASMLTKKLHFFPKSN
EWS-Fli inh = EWS/Fli transcriptional activity inhibition. A673 NR0B1-luciferase reporter, viability-normalised. inhibition, % at 12.6 µM. 350,000 tested, 0.67% active;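 active = mean inhibition of at least 50% after viability correction, with every replicate also passing that limit; inconclusive = mean reaches 50% but only one of two replicates passes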;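 also: firefly luciferase signal divided by Alamar Blue viability fluorescence both relative to DMSO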
SIRT5 block = blocks human SIRT5 desuccinylation of peptide | Q9NXA8 | Purified SirT5, succinyl-peptide AMC, trypsin-coupled fluorescence | inhibition, % at 15 µM | 330,000 tested, 1.1% active; in the data active = inhibition above about 15%; inconclusive = no clear call, values can overlap the other calls
Target sequence (Q9NXA8 whole entry, looked up): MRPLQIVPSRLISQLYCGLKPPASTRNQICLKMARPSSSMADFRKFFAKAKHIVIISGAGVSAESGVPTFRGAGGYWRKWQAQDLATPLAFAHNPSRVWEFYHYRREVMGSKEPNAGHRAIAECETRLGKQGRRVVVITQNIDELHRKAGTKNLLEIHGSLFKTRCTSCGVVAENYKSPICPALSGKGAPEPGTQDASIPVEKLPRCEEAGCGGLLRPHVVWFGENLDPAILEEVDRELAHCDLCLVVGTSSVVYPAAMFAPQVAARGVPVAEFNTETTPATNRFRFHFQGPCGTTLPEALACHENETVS
ARNT TACC3 PPI = disrupts binding between human ARNT and TACC3; Q9Y6A5; 390,000 tested, 0.66% active; inhibition, % at 9.99 µM; AlphaScreen His-ARNT PAS-B/GST-TACC3 binding, luminescence; TACC3 fragment carries E629A point mutation;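 active = mean inhibition of replicates at least 50% and at least half of replicates each reaching 50%; inconclusive = half or more replicates reach 50% but mean below 50%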;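 also: 0% = complete ARNT plus TACC3 wells and 100% = ARNT alone without TACC3; many hits fall short of the cut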
DENV2 CPE rescue = inhibitors of DENV2 cytopathic effect. DENV2-infected cells, cytopathic effect rescue, plate reader. CPE inhibition, % at 9.99 µM. 350,000 tested, 1.7% active. AID 651640; in the data active = CPE inhibition above about 20%, passing the limit was not always enough; inconclusive = no clear call, values can overlap the other calls; tested in BHK-21 cells;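 also: 0% = median of neutral control wells and 100% = median of positive control wells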
An asterisk follows results filed as active; ? = inconclusive; nt = not tested or not shown.

Each structure is followed by: PAX8 inh HTS	LGR2 antag	CASP6 VEID inh	EWS-Fli inh	SIRT5 block	ARNT TACC3 PPI	DENV2 CPE rescue
- NNC(=O)c1ccc(-c2cccc([N+](=O)[O-])c2)o1
 : -20	22	-1	1	2	nt	-5
- COc1ccc(C(=O)N/N=C(\C)CC(=O)N2CCN(C=O)CC2)cc1
 : 3	3	nt	nt	nt	-6	nt
- CC(=O)Nc1ccccc1NC(=O)C/C(C)=N/NC(=O)C1CCCCC1
 : -9	-1	-1	0	-3	-1	-2
- COC(=O)c1c(N)sc(C(=O)NCCc2ccccc2)c1C
 : 65*	98*	1	83*	0	0	-4
- COc1ccccc1NS(=O)(=O)c1cccc(C(=O)OCC(=O)NC2CC2)c1
 : -22	6	3	-13	0	-15	5
- O=C(Nc1ccc2nc3n(c(=O)c2c1)CCCCC3)C(=O)N1CCN(c2ccccc2)CC1
 : 0	5	-2	0	-9	-3	1
- O=C(NCc1cccs1)c1csc2c1CCCCC2
 : nt	-12	-5	-19	-1	7	-8
- CCNc1nc(C)c2cc(Br)c(=O)n(CC)c2n1
 : 14	-12	-3	nt	-10	-4	nt
- Cc1cc(C)nc(N2CCCC(C(=O)NNC(=O)c3ccncc3)C2)n1 (centres undefined)
 : -2	2	0	5	-3	4	-1
- OC[C@H]1Nc2ccc(C#Cc3ccc(F)cc3)cc2[C@@H]2[C@H]1CCN2Cc1nccs1
 : 5	-19	nt	-14	nt	13	nt
- Cc1cc(C(C)(C)C)cc(C)c1S(=O)(=O)N1CC(=O)Nc2ccccc21
 : -8	5	3	2	-4	4	-6
- CCOc1ccc2oc(C(=O)O)c(C)c2c1
 : -22	-5	6	-29	-3	-1	12
- CC(C)N(C(=O)[C@H]1C[C@H](CC(=O)NC(C)(C)C)C(=O)N2CCc3c([nH]c4cc(-c5ccco5)ccc34)[C@]12C)C(C)C
 : 19	-4	2	2	27*	5	13
- CC(=O)N1Cc2cc(C(=O)NCC(F)(F)F)nc(-c3cccc(-c4cncnc4)c3)c2[C@H]1CCO
 : 2	-21	1	2	2	nt	5
- COc1ccc(N(CC(=O)Nc2ccc3c(c2)OCO3)S(=O)(=O)c2ccc(F)cc2)cc1
 : 9	-20	nt	nt	nt	-3	nt
- CCOC(=O)c1ccc(-c2ccc(C3Nc4ccccc4C(=O)N3O)o2)cc1 (centres undefined)
 : -115	-39	8	?	-1	6	-5
- COc1ccc(C2CCCN2C(=S)Nc2cccc(C)c2)cc1OC (centres undefined)
 : -10	-11	-3	1	-9	20	-1
- CC(=O)N1CCSc2ccc(S(=O)(=O)NCc3ccccc3)cc21
 : -3	-12	1	-6	3	-4	5
- Clc1cccc(CN2CCN(c3nc4nonc4nc3NC3CC3)CC2)c1
 : 8	3	1	5	4	5	1
- C#CCOCCOCCOCCNc1nc(N2CCN(C(=O)[C@H]([C@@H](C)CC)n3cc([C@@H](N)Cc4ccc(O)cc4)nn3)CC2)nc(N2CCN(C(=O)[C@H](Cc3ccc(O)cc3)n3cc([C@@H](N)CC(C)C)nn3)CC2)n1
 : -8	-2	-8	0	nt	4	-12
- C[C@H](CO)N1C[C@H](C)[C@H](CN(C)Cc2ccc(F)cc2)Oc2ncc(-c3cncnc3)cc2C1=O
 : -3	-21	-2	-8	1	-10	0
- O=C(NNC(=S)NCc1ccccc1)c1ccc(Br)o1
 : -19	-4	0	3	-2	16	-3
- C[C@@H]1CCCCO[C@@H](CN(C)C(=O)Nc2ccccc2)[C@H](C)CN([C@@H](C)CO)C(=O)c2cc(N(C)C)ccc2O1
 : 16	12	-1	-2	3	1	?
- CC(C)CCNC(=O)c1ccc(Cl)c(NC(=O)c2ccccc2F)c1
 : -15	-20	nt	1	-6	nt	-1
- Cc1noc(C)c1COc1ccc(C(=O)Nc2ncccc2O)cc1
 : -21	-2	4	-4	3	-1	-2
- O=C(CSc1nnc2ccc(-c3ccc(F)cc3)nn12)N1CCCC1
 : 10	7	7	-15	10	-24	5
- O=C(Nc1ccc(N2CCN(C(=O)c3cccs3)CC2)cc1)c1ccco1
 : -3	4	-4	-14	0	-1	8
- O=C(OC(C(=O)NCc1ccco1)c1ccc(Cl)cc1)c1cccs1 (centres undefined)
 : -14	2	-2	-4	0	-9	-6
- S=C(NCCc1ccccn1)NC1CCCCC1
 : -69	-5	nt	nt	nt	-3	nt
- CCCN(C)C[C@H]1OCCCC[C@@H](C)Oc2ccc(NS(C)(=O)=O)cc2C(=O)N([C@@H](C)CO)C[C@H]1C
 : -20	-11	-8	1	-3	28	2
- O=C(O)c1cc(-c2ccc3ccccc3c2)nc2ccc(F)cc12
 : 4	9	9	16	-1	nt	1
- C[C@@H]1CN([C@H](C)CO)S(=O)(=O)c2ccc(Br)cc2O[C@H]1CN(C)Cc1ccccc1
 : 13	15	-1	29	5	-2	-25
- O=C(COC(=O)/C=C/c1ccc(F)cc1)NC(=O)NCc1ccccc1
 : -11	8	-1	-4	1	nt	-11
- CC(=O)C1=C(C)Nc2ncnn2C1c1ccccc1Cl (centres undefined)
 : nt	15	-1	-1	-6	-1	-2
- COc1ccc(NC(=O)Nc2cccc3c2O[C@H](CN(C)Cc2ccc(Oc4ccccc4)cc2)[C@@H](C)CN([C@@H](C)CO)C3=O)cc1
 : 17	nt	-2	-5	0	4	-5
- COc1cccc(-c2cnc3c(NC(C)=O)cc(-c4ccc(S(C)(=O)=O)cc4)cn23)c1
 : 39	-2	3	1	-6	nt	-11
- C[C@@H]1CN([C@@H](C)CO)C(=O)c2cc(NC(=O)CCCN(C)C)ccc2O[C@H]1CN(C)CC1CCCCC1
 : nt	15	nt	-1	-5	6	6
- CN(C(=O)C1CCN(c2ncnc3c2nc2n3CCCCC2)CC1)C1CCCCC1
 : 10	-15	3	0	-4	-5	14
- COc1ccc(/C(C)=N/Nc2nc(C)c(C(C)=O)s2)cc1
 : -38	-16	3	-21	-7	-2	13
- CCOc1cccc(CN2CCCC(N3CCN(c4cccc(Cl)c4)CC3)C2)c1O (centres undefined)
 : 21	nt	2	15	69*	9	?
- Cc1cc(C)cc(Oc2nc3ccccn3c(=O)c2/C=C(\C#N)C(=O)NC2CCS(=O)(=O)C2)c1 (centres undefined)
 : 16	15	1	29	3	3	5
- Cc1ccc(S(=O)(=O)N2CCN(C(=O)COC(=O)CNC(=O)c3ccc(C(C)(C)C)cc3)CC2)c(C)c1
 : -45	-7	53*	-14	14	3	8
- O=C(O)/C=C\C(=O)Nc1ccc(OCc2ccccc2)cc1
 : -1	-9	-1	1	-1	-9	4
- O=C(NC1CCCC1)C1CCC(CNS(=O)(=O)c2ccc(F)cc2)CC1 (centres undefined)
 : -14	36	-2	nt	2	-7	-3
- CC(C)N1CCC1(C)C(=O)Nc1ccc2scnc2c1 (centres undefined)
 : -6	-6	-7	-11	nt	nt	4
- CC(=O)NC(CC(=O)OCC(=O)c1cc(C)ccc1C)c1ccccc1 (centres undefined)
 : -2	3	-2	-1	-2	-3	-4
- O=C(N/N=C/c1ccco1)c1cccc(N2Cc3ccccc3C2)c1
 : 2	-3	9	-5	nt	nt	-21
- COc1ccc2nc(NC(=O)CNS(=O)(=O)c3cccs3)sc2c1
 : nt	2	0	-8	1	-1	-1
- CC(C)(C)NC(=O)CCN(/N=C/c1ccccc1O)C1=NS(=O)(=O)c2ccccc21
 : 14	18	2	2	-6	-5	-6
- O=C(Nc1ccccc1Cl)N1C[C@@H]2[C@H](c3ccccc31)[C@@H](CO)N2Cc1ccccc1
 : 18	-13	-4	3	-1	0	-3
- CCOC(=O)c1cccc(NC(=O)c2c(NCc3ccccc3)[nH]c(=O)[nH]c2=O)c1
 : -3	-33	nt	20	nt	-2	nt
- CCCC[C@@H]1CNC(=O)C(=O)N1CC1CCCCC1
 : 0	14	0	-6	nt	nt	-3
- O=C(NC(=S)NC1CCS(=O)(=O)C1)c1ccccc1F (centres undefined)
 : -7	10	-3	10	-2	23	0
- O=C(c1ccc(Br)cc1)N1CCC(C(=O)N2CCN(Cc3ccccc3)CC2)CC1
 : 8	-2	2	nt	-2	nt	-3
- COc1ccc(-c2nc(CS(=O)CC(=O)N3CCCC3)c(C)o2)cc1 (centres undefined)
 : 15	-1	-4	-5	-1	-6	7
- COc1ccccc1C1C(C(C)=O)=C(O)C(=O)N1c1ccc(O)cc1 (centres undefined)
 : 1	23	1	-2	2	-21	12
- O=C(N/N=C/c1sc(N2CCCCC2)nc1-c1cccs1)c1cccnc1
 : 27	2	-1	15	0	11	4
- CCOC(=O)N1CCN(C(=O)c2ccc3c(SCC(=O)O)c4c(nc3c2)CCC4)CC1
 : 10	-3	3	-2	2	5	3
- CS(=O)(=O)N(CC(=O)NCCSc1ccccn1)c1cccc2ccccc12
 : 43	-4	-3	1	-1	-1	nt
- CC1CCN(S(=O)(=O)c2ccc3c(ccn3CCC(=O)NC(C)C)c2)CC1
 : 9	2	0	5	-1	3	?

(further entries)
Each structure is followed by: PAX8 inh HTS	LGR2 antag	CASP6 VEID inh	EWS-Fli inh	SIRT5 block	ARNT TACC3 PPI	DENV2 CPE rescue
- CC(C)(C)NC(=O)C(c1ccccn1)N(C(=O)c1csnn1)C1CCCC1 (centres undefined)
 : 4	5	-4	-3	27*	0	2
- CN1[C@@H]2CCC[C@H]1CC(NC(=O)c1nn(C)c3ccccc13)C2 (some centres undefined)
 : 2	14	2	17	-1	-3	?
- Cc1cc(N2C(=O)C(O)=C(C(=O)c3ccc(C)o3)C2c2ccc([N+](=O)[O-])cc2)no1 (centres undefined)
 : 28	-7	2	nt	7	-11	1
- O=C(O)c1ccccc1SC1CC(=O)N(c2ccccc2)C1=O (centres undefined)
 : -11	5	nt	nt	nt	25	nt
- C=C(NC(C)=O)c1c(F)cccc1F
 : -17	0	3	-5	-5	-4	-5
- CC(=O)NCCCc1nc2ccccc2n1Cc1ccccc1F
 : 4	2	2	-5	-1	-5	3
- O=Cc1cc(N=Nc2ccccc2Cl)ccc1O
 : -102	-22	-8	-6	-1	-8	-11
- COc1ccccc1S(=O)(=O)N(C)C[C@@H]1OCc2ccccc2-c2ccccc2C(=O)N([C@H](C)CO)C[C@H]1C
 : -12	-16	1	-3	-6	8	0
- CN(C)CCCNC(=O)C[C@H]1CC[C@@H]2[C@H](COc3ccc(NC(=O)c4ccccc4F)cc3C(=O)N2C)O1
 : -33	7	0	-25	12	-10	-4
- COc1ccc(OC)c(NC(=O)C(C)Oc2ccc(Br)cc2)c1 (centres undefined)
 : 24	7	15	6	-11	nt	nt
- CCOC(=O)N1CCN(C(=O)CSc2nc(=O)n3ccc(C)cc3n2)CC1
 : 8	8	3	3	-1	-23	-5
- CC(C)=CCC/C(C)=C/CC/C(C)=C/CC/C(C)=C/CC1=C(C)C(=O)c2ccccc2C1=O
 : 37	-3	nt	-1	1	1	12
- CC1CC(CC(=O)NC(=S)Nc2ccccc2Cl)C(=O)O1 (centres undefined)
 : -12	-8	5	5	-1	-3	1
- CCOC(=O)C1(C)CCN1C(=O)c1ccc(OC)cc1 (centres undefined)
 : -4	24	-2	-8	nt	nt	8
- CSc1ncc(CN2CCc3c([nH]c4ccccc34)C2c2cccc(C)n2)cn1 (centres undefined)
 : 35	3	-2	13	0	31	-4
- COc1ccc(CC(=O)OCN2C(=O)c3ccccc3C2=O)cc1OC
 : nt	-35	1	nt	1	-35	-4
- Cc1noc(NS(=O)(=O)c2ccc(NC(=O)c3cc(-c4ccccc4Cl)nc4ccccc34)cc2)c1C
 : -16	11	7	-5	7	0	-4
- Cc1ccc(NC(=S)NC(=O)C2CCCC2)cc1C
 : -236	-65	0	nt	-1	3	-1
- Oc1ccccc1/C=N/n1c2ccccc2c2ccccc21
 : nt	-17	-1	16	-2	-1	-2
- COc1cc(NC(=NS(=O)(=O)c2ccccc2)c2ccccc2)ncn1
 : -126	-36	0	-43	nt	-5	3
- COc1cc(/C=N/NC(=S)Nc2cccc(Cl)c2C)ccc1OCC(=O)N1CC(C)OC(C)C1 (centres undefined)
 : 14	-14	nt	nt	nt	6	nt
- C[C@H]1CCCCO[C@@H](CN(C)Cc2ccc(C(=O)O)cc2)[C@@H](C)CN([C@@H](C)CO)C(=O)c2cc(NC(=O)Nc3ccc(F)cc3)ccc2O1
 : 0	1	-1	-22	3	-4	?
